GASC1 inh – inhibitors of GASC-1 (KDM4C) histone demethylase, primary screen, biochemical, single concentration HTS. Lysine-specific demethylase 4C (Homo sapiens), Q9H3R0. GST-KDM4C 2-372, H3K9me3 peptide, LANCE TR-FRET. inhibition, % at 12.5 µM. hit rate 0.15% among 96,000;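 active means mean replicate inhibition above about 25%, with at least 55% of replicates also reaching it, limit read from the data, passing the limit was not always enough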
Target sequence (Q9H3R0 2-372 limits assumed): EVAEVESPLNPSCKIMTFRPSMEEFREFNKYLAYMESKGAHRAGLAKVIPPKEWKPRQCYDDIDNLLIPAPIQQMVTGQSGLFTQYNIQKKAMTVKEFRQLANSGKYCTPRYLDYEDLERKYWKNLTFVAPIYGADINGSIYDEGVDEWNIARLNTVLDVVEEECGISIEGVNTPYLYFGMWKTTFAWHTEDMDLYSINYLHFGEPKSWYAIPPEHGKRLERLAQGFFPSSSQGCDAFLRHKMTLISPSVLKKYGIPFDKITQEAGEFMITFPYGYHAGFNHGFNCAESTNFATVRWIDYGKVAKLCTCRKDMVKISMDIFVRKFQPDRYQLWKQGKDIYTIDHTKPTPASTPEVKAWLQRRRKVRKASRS
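System – N-terminal GST-fused human GASC-1 (KDM4C) fragment, residues 2-372 · Input – enzyme final amount 10 nM · Technique – LANCE TR-FRET, Eu antibody, ULight-streptavidin, EDTA, ex 340 nm, em 618/671 nm · Medium – HEPES buffer, pH 7.5, plus ascorbate · Incubation – enzyme reaction 30 min, then detection 60 min, both room temperature · Reagent – H3K9me3 peptide with Fe(II)/2OG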
C diff HTS – C. difficile growth inhibitors, primary screen, HTS. Clostridium difficile clinical isolate growth, OD600, 24 h; hits give low values. growth activity, negative = inhibition, % at 16 µg/mL (by protocol). hit rate 0.25% among 86,000. AID 1259249, 2017;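 active means mean growth activity at or below -80% and every replicate also at or below -80%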;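 further: 0% = DMSO wells and -100% = levofloxacin 16 µg/mL wells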
Pf Dd2 growth – P. falciparum Dd2 growth inhibitors, primary screen, SYBR Green fluorescence, single dose replicates; 72 h; hits give low values; activity change, % at 10 µM; hit rate 2.3% among 94,000; in the data active means activity change below about -80%
Tcruzi prolif – T. cruzi intracellular proliferation inhibitors, primary screen, cell-based, beta-gal Tulahuen parasites, NIH3T3 host, luminescence | inhibition, % at 8.34 µM | hit rate 5.9% among 77,000 | T. cruzi beta-gal in NIH3T3, GalScreen luminescence, 90 h;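 active means mean inhibition above about 93%, with at least 55% of replicates each passing it, limit read from the data, passing the limit was not always enough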
An asterisk follows results filed as active; . = not tested or not shown. Outcome played no part in choosing rows; any-hit rate near 7.2%.

molecule	C diff HTS	GASC1 inh	Tcruzi prolif	Pf Dd2 growth
CCNC(=O)C[C@H]1CC[C@@H]2[C@H](COC[C@H](O)CN2C(=O)c2cccnc2)O1	.	0.9	28	7
C[C@H]1CCCCO[C@@H](CN(C)C(=O)Nc2ccc(F)cc2)[C@@H](C)CN([C@@H](C)CO)C(=O)c2cc(NC(=O)Nc3ccc(C(F)(F)F)cc3)ccc2O1	4	-0.6	102*	16
C[C@H](CO)N1C[C@H](C)[C@@H](CN(C)Cc2ccc3c(c2)OCO3)OCCCC[C@H](C)Oc2ccc(NC(=O)NC3CCCCC3)cc2C1=O	7	-1.2	.	.
CO[C@H]1CN(C)C(=O)c2cc(NS(=O)(=O)c3cccc(F)c3)ccc2OC[C@@H](C)NC[C@H]1C	.	-0.7	30	-16
C[C@H]1CN([C@@H](C)CO)C(=O)c2cc(-c3cccnc3)cnc2O[C@@H]1CN(C)C(=O)Nc1ccccc1	.	-0.9	-7	63
CCC(=O)Nc1ccc2c(c1)C(=O)N(C)C[C@@H](OC)[C@@H](C)CN(C(=O)C1CCC1)[C@@H](C)CO2	0	-0.2	-7	7
C[C@@H]1CN([C@@H](C)CO)S(=O)(=O)c2ccc(C#Cc3ccccc3)cc2O[C@H]1CN(C)S(=O)(=O)c1cn(C)cn1	-8	3.2	72	-75
COc1ccc(S(=O)(=O)N(C)C[C@H]2Oc3c(NS(=O)(=O)c4cn(C)cn4)cccc3C(=O)N([C@H](C)CO)C[C@@H]2C)cc1	0	7.7	.	29
C[C@@H]1CN([C@H](C)CO)C(=O)CCCn2cc(nn2)CO[C@H]1CN(C)Cc1cccc(O)c1	0	0.2	36	30
COc1ccccc1S(=O)(=O)N1CC[C@H]2[C@H](CO)Nc3ccc(-c4ccccc4)cc3[C@H]21	15	4.1	79	16

Filtered by structure, the entries above containing a carbonyl joined to an NH by a bond outside any ring
molecule	C diff HTS	GASC1 inh	Tcruzi prolif	Pf Dd2 growth
CCNC(=O)C[C@H]1CC[C@@H]2[C@H](COC[C@H](O)CN2C(=O)c2cccnc2)O1	.	0.9	28	7
C[C@H]1CCCCO[C@@H](CN(C)C(=O)Nc2ccc(F)cc2)[C@@H](C)CN([C@@H](C)CO)C(=O)c2cc(NC(=O)Nc3ccc(C(F)(F)F)cc3)ccc2O1	4	-0.6	102*	16
C[C@H](CO)N1C[C@H](C)[C@@H](CN(C)Cc2ccc3c(c2)OCO3)OCCCC[C@H](C)Oc2ccc(NC(=O)NC3CCCCC3)cc2C1=O	7	-1.2	.	.
C[C@H]1CN([C@@H](C)CO)C(=O)c2cc(-c3cccnc3)cnc2O[C@@H]1CN(C)C(=O)Nc1ccccc1	.	-0.9	-7	63
CCC(=O)Nc1ccc2c(c1)C(=O)N(C)C[C@@H](OC)[C@@H](C)CN(C(=O)C1CCC1)[C@@H](C)CO2	0	-0.2	-7	7

Next part:
molecule	C diff HTS	GASC1 inh	Tcruzi prolif	Pf Dd2 growth
CCCC#Cc1cnc2c(c1)C(=O)N([C@H](C)CO)C[C@@H](C)[C@@H](CN(C)Cc1cccnc1)O2	6	1.8	1	0
O=C(C[C@@H]1C[C@@H]2c3cc(NS(=O)(=O)c4ccc(F)cc4)ccc3O[C@@H]2[C@H](CO)O1)NCCN1CCCCC1	-6	1.2	19	13
C[C@@H]1CN([C@H](C)CO)C(=O)c2cc(NC(=O)Nc3ccc4c(c3)OCO4)ccc2O[C@H]1CN(C)C(=O)Nc1ccc(F)cc1	0	3.9	-2	29
CC(C)NC(=O)N(C)C[C@@H]1Oc2cc(C#CC3CC3)ccc2S(=O)(=O)N([C@H](C)CO)C[C@H]1C	0	0.0	17	-18
COc1cccc(-c2ccc3c(c2)[C@H]2[C@H](CCN2S(=O)(=O)c2cccc(OC)c2)[C@@H](CO)N3)c1	-1	-1.3	2	-8
C[C@@H]1CN([C@@H](C)CO)C(=O)Cc2cc(N(C)C)ccc2O[C@@H]1CN(C)S(C)(=O)=O	6	5.3	39	1
CN1C(=O)c2cc(NC(=O)C3CC3)ccc2OC[C@H]2O[C@@H](CC(=O)NCc3cccc(F)c3)CC[C@H]21	-4	0.8	25	-24
O=C(Nc1ccc(F)cc1)N1CC(=O)N2[C@@H](CO)[C@@H](c3ccc(-c4cccc(F)c4)cc3)[C@@H]2C1	6	-0.4	.	-20
CO[C@H]1CN(C)C(=O)c2ccc(NS(C)(=O)=O)cc2OC[C@H](C)N(CC2CCOCC2)C[C@H]1C	.	-0.1	-2	9
N#C[C@@H]1[C@H](c2ccccc2C2=CCCCC2)[C@@H](CO)N1C(=O)c1ccccn1	0	0.3	.	14

The results go on:
molecule	C diff HTS	GASC1 inh	Tcruzi prolif	Pf Dd2 growth
CN1CCN(C(=O)C[C@@H]2CC[C@@H]3[C@H](COc4ccc(NC(=O)C5CC5)cc4C(=O)N3C)O2)CC1	1	-3.3	22	4
C[C@@H]1CN([C@H](C)CO)C(=O)c2cc(NC(=O)CCC(F)(F)F)ccc2O[C@@H](C)CCCCO[C@H]1CN(C)C(=O)Cc1ccccc1	-3	-0.1	17	-8
COCC(=O)NC[C@@H]1[C@@H](c2ccc(C3=CCCC3)cc2)[C@@H](CO)N1C(C)=O	-10	3.6	84	22
C[C@@H]1CN([C@@H](C)CO)C(=O)c2cccc(NS(C)(=O)=O)c2O[C@@H]1CN(C)Cc1ccc(C(=O)Nc2ccccc2N)cc1	-1	2.5	105	-7
C[C@H]1CN([C@@H](C)CO)C(=O)c2cc(C#Cc3cccnc3)cnc2O[C@H]1CN(C)C(=O)CC1CC1	-10	-0.6	64	-11
COc1ccc(CN(C)C[C@H]2OCCCC[C@H](C)Oc3ccc(NS(C)(=O)=O)cc3C(=O)N([C@H](C)CO)C[C@@H]2C)cc1	0	1.1	18	-6
O=C(C[C@@H]1C[C@@H]2c3cc(NC(=O)c4ccc5c(c4)OCO5)ccc3O[C@@H]2[C@@H](CO)O1)NCCN1CCCCC1	-8	2.9	6	-9
C[C@H](O)C#Cc1ccc2c(c1)O[C@@H](CN(C)C(=O)Nc1ccccc1)[C@H](C)CN([C@H](C)CO)S2(=O)=O	-2	.	79	-31
C[C@@H]1CN([C@@H](C)CO)C(=O)c2cc(-c3cccc(C(=O)N(C)C)c3)cnc2O[C@H]1CN(C)S(=O)(=O)c1ccccc1	1	-2.5	.	-8
O=C(Nc1cccc(F)c1)N[C@H]1CC[C@H](CCNS(=O)(=O)c2cccc(Cl)c2)O[C@H]1CO	.	-1.6	163*	3

(continued)
molecule	C diff HTS	GASC1 inh	Tcruzi prolif	Pf Dd2 growth
O=C(Nc1cccc(F)c1)N1C[C@H]2[C@@H](c3ccccc31)[C@@H](CO)N2C(=O)C1CCOCC1	-3	-2.1	-24	2
C[C@H](CO)N1C[C@H](C)[C@H](CN(C)Cc2ccc(Oc3ccccc3)cc2)Oc2ccc(NC(=O)c3ccncc3)cc2CC1=O	-14	-1.5	102*	-1
C[C@@H]1CN([C@@H](C)CO)C(=O)Cc2cc(NS(=O)(=O)c3ccc(Cl)cc3)ccc2O[C@@H]1CN(C)Cc1ccc(Cl)c(Cl)c1	27	0.5	76	3
C[C@@H]1CN([C@H](C)CO)C(=O)c2cccc(NS(=O)(=O)c3cccs3)c2O[C@H]1CN(C)C(=O)Nc1ccc(F)cc1	-2	-1.6	45	29
COc1ccc(NC(=O)N2CC(=O)N3[C@H](C2)[C@@H](c2ccc(C4=CCCC4)cc2)[C@@H]3CO)cc1	-1	0.6	.	-4
Cc1noc(C)c1NC(=O)N[C@@H]1CC[C@@H](CC(=O)N2CCCCC2)O[C@H]1CO	2	-1.6	-30	0
C[C@@H]1CN([C@H](C)CO)C(=O)c2cc(N(C)C)ccc2O[C@@H](C)CCCCO[C@@H]1CN(C)C(=O)Nc1ccc2c(c1)OCO2	-1	1.4	-5	-48
C[C@H]1CN([C@@H](C)CO)C(=O)CCCn2nncc2CO[C@H]1CN(C)Cc1ccc(C(F)(F)F)cc1	0	1.0	11	-12
OC[C@H]1[C@@H](c2ccc(-c3cncnc3)cc2)[C@@H]2CN(CC3CCOCC3)CCCCN12	12	1.4	2	33
COCC(=O)N(C)C[C@@H]1Oc2cc(-c3ccc(C#N)cc3)ccc2S(=O)(=O)N([C@@H](C)CO)C[C@@H]1C	1	-0.7	.	-15

Next results:
molecule	C diff HTS	GASC1 inh	Tcruzi prolif	Pf Dd2 growth
NCC[C@@H]1CC[C@@H](NC(=O)c2ccccc2F)[C@@H](CO)O1	1	-0.9	28	-26
COc1ccc(S(=O)(=O)N(C)C[C@@H]2Oc3ccc(NS(=O)(=O)c4cn(C)cn4)cc3CC(=O)N([C@@H](C)CO)C[C@@H]2C)cc1	-1	0.7	-36	19
O=C(C[C@@H]1C[C@H]2c3cc(NC(=O)C4CCOCC4)ccc3O[C@H]2[C@H](CO)O1)NCCN1CCCCC1	-10	0.7	-44	28
COc1ccccc1-c1ccc2n(c1=O)C[C@H]1[C@H](CO)[C@@H](C(=O)N3CCOCC3)[C@@H]2N1CC1CC1	0	-0.1	-11	.
COc1ccc(NC(=O)N(C)C[C@@H]2Oc3c(NC(=O)CCCCCC(=O)Nc4ccccc4N)cccc3C(=O)N([C@@H](C)CO)C[C@@H]2C)cc1	-1	-0.4	.	-61
C[C@@H]1CN([C@H](C)CO)C(=O)c2cccc(NC(=O)Nc3ccccc3)c2O[C@@H]1CN(C)CC1CCCCC1	2	-3.2	16	-45
CC(C)NC(=O)N[C@H]1CC[C@@H](CCNC(=O)C2CC2)O[C@@H]1CO	-3	-1.5	.	-26
Cc1ccc(S(=O)(=O)Nc2cccc3c2O[C@H](CN(C)C(=O)Nc2c(C)noc2C)[C@H](C)CN([C@H](C)CO)C3=O)cc1	5	-0.9	33	32
COc1ccc2c3c(n(C)c2c1)[C@H](CO)N(C(C)=O)CC31CN(Cc2nccs2)C1	-3	1.0	.	22
C[C@@H]1CN([C@H](C)CO)C(=O)Cc2cc(NC(=O)C3CC3)ccc2O[C@@H]1CN(C)S(=O)(=O)c1cccs1	1	-0.5	35	8

Continuation:
molecule	C diff HTS	GASC1 inh	Tcruzi prolif	Pf Dd2 growth
CCNC(=O)Nc1ccc2c(c1)C(=O)N(C)[C@@H]1CC[C@@H](CC(=O)NCc3cccc(F)c3)O[C@H]1CO2	-3	0.3	47	-19
COc1ccc(S(=O)(=O)Nc2cccc3c2O[C@@H](CN(C)Cc2ccc(C(=O)Nc4ccccc4N)cc2)[C@H](C)CN([C@H](C)CO)C3=O)cc1	8	-0.1	.	-34
CCCC#Cc1cnc2c(c1)C(=O)N([C@H](C)CO)C[C@H](C)[C@@H](CN(C)C(=O)c1ccc(F)cc1)O2	-1	5.0	43	-30
C[C@H]1CCCCO[C@H](CN(C)S(=O)(=O)c2cccs2)[C@@H](C)CN([C@@H](C)CO)C(=O)c2cc(NC(=O)Nc3cccc4ccccc34)ccc2O1	1	1.7	31	-60
C[C@H](NC(=O)C[C@@H]1C[C@@H]2c3cc(NC(=O)Nc4ccc(C(F)(F)F)cc4)ccc3O[C@@H]2[C@H](CO)O1)c1ccccc1	-2	-0.1	38	-2
CO[C@H]1CN(C)C(=O)c2ccc(NC(=O)Nc3ccccc3)cc2OC[C@@H](C)NC[C@H]1C	-1	2.9	3	30
CC(=O)N[C@H]1CC[C@@H](CC(=O)NCC2CCCCC2)O[C@H]1CO	0	2.3	6	4
CO[C@H]1CN(C)C(=O)c2ccc(NC(=O)c3cc(C)on3)cc2OC[C@@H](C)NC[C@@H]1C	.	-0.6	-23	-70
CCC(=O)N1CCCCN2[C@@H](CO)[C@@H](c3ccc(C#Cc4cccnc4)cc3)[C@@H]2C1	0	0.8	111*	-24
C/C=C/c1ccc([C@@H]2[C@@H](CO)N(C(=O)CC)[C@H]2CN(C)S(C)(=O)=O)cc1	4	-0.6	11	-3
C[C@H](CO)N1C[C@H](C)[C@@H](CN(C)CC2CC2)Oc2c(NC(=O)Nc3ccc4c(c3)OCO4)cccc2C1=O	-1	6.1	.	-48
C[C@H]1CN([C@@H](C)CO)S(=O)(=O)c2ccc(C#CCN(C)C)cc2O[C@H]1CN(C)Cc1ccc2c(c1)OCO2	9	5.9	104*	-68
CCCC(=O)Nc1ccc2c(c1)C(=O)N(C)[C@H]1CC[C@@H](CC(=O)NCc3cccc(F)c3)O[C@@H]1CO2	-11	-2.0	26	12
